esBAF inh: Bmi1 luciferase reporter increase in mESCs, primary screen, esBAF inhibitor project, mouse ES cells, Bmi1 luciferase knock-in, single point | AID 602393, 2012 | reporter increase, % at 12.5 µM | 350,000 compounds, 2% hits | 24 h; 100% = twice the neutral-well signal; in the data active = activation above about 40%; inconclusive = no clear call, values can overlap the other calls;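 also: 0% = median of the plate's neutral control wells and 100% = double that signal; a rise in the Bmi1 reporter signal indicates esBAF inhibition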
RAD54 branch: inhibitors of human RAD54 branch migration, primary screen, biochemical, fluorescence, single point; RAD54 Holliday junction branch migration, FAM/BHQ fluorescence; inhibition, % at 10.4 µM; 360,000 compounds, 0.14% hits;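 active = mean normalized replicate activity at least 40 and at least half of replicates scoring 40 or more; inconclusive = only one of the two criteria met; inactive = mean below 40 and under half of replicates reaching 40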;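 also: 0% = median of neutral control wells and 100% = median of positive control wells; inhibitors cause a drop in the FAM fluorescence signal; in these data hits start at about 50%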
Target sequence (Q92698 whole entry, looked up): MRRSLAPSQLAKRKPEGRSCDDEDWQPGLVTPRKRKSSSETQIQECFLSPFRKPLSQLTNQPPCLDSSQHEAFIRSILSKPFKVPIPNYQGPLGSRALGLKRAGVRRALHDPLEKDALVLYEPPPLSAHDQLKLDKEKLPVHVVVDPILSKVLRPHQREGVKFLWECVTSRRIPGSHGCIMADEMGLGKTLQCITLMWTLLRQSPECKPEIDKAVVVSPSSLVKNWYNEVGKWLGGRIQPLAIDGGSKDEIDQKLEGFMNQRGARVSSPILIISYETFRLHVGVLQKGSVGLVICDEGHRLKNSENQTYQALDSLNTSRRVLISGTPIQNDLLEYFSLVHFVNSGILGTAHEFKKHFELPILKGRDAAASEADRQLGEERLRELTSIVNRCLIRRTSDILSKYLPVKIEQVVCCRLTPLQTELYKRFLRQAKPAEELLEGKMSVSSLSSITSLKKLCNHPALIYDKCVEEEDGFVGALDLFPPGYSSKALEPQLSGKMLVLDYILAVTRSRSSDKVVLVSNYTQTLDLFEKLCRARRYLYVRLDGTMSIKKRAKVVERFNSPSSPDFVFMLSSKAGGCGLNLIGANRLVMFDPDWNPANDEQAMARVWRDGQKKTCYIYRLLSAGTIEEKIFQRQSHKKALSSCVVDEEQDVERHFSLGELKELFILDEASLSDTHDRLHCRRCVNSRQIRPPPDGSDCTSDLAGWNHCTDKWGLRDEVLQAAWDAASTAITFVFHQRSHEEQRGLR
The depositor's hits bear a star; u = inconclusive. Some of the compounds tested. The share of hits here may be higher or lower than overall.

SMILES	esBAF inh	RAD54 branch
O=C(CN1CCN(Cc2ccc3c(c2)OCO3)CC1)Nc1ccc2c(c1)OCCO2	4	2
CCS(=O)(=O)N1Cc2ccccc2CC1C(=O)NCC12CC3CC(CC(C3)C1)C2 (centres undefined)	-5	0
CCN(CC)CCN1C(=O)C(=O)/C(=C(/O)c2c(C)[nH]c(C(=O)OC)c2C)C1c1cccc(OC)c1 (centres undefined)	-3	-1
CCOc1cc(N2CCOCC2)c(OCC)cc1NC(=O)COc1ncnc2ccc(Br)cc12	-11	3
COCc1cc(C)nc(NCCO)c1C#N	-4	-4
C/C(Cn1nc([N+](=O)[O-])cc1C)=N\NC(=O)c1ccc(C(C)(C)C)cc1	-11	-6
Cc1nc(NC(=O)/C=C/c2ccccc2)sc1C(=O)Nc1ccccc1Cl	15	-23
O=C1OC2(CCCCC2)OC(=O)C1=CNc1nccs1	0	-12
COc1cc(/C=N/Nc2nn3cnnc3c3ccccc23)ccc1O	-3	15
Cc1cccc2cc(CN(Cc3nnnn3C3CCCCC3)C3CCCC3)c3nnnn3c12	-1	-11
CCOC(=O)C1=C(O)c2ccccc2C(=O)/C1=C\c1ccc(CC)cc1	6	4
CS(=O)(=O)C1=C(O)C(=O)N(c2ccccc2)C1c1ccccc1 (centres undefined)	5	-8
CCC(=O)c1ccc(OCC(O)Cn2cnc3ccccc32)cc1 (centres undefined)	5	-5
CCn1c(CCNC(=O)c2ccc(Cl)cc2)nnc1SCC(=O)NC1CCCC1	-1	-10
Clc1ccc(-c2ccc(-c3nn4c(-c5ccco5)nnc4s3)o2)cc1	3	4
CCOc1ccccc1C(=O)NC1CC2CCCC(C1)N2C1CC1 (centres undefined)	12	7
CC(=O)c1cccc(N(C(=O)c2ccco2)C(C(=O)NC2CCCC2)c2ccncc2)c1 (centres undefined)	10	-2
O=C(NNC(=O)c1cc(-c2ccccc2)nc2ccccc12)Nc1cccc(Cl)c1	4	6
CCCn1c(SCC(=O)Nc2nnc(CC)s2)nnc1-c1ccco1	-7	-8
Cc1ccc(OCCn2c(=O)sc3ccccc32)cc1	76*	-6
COc1ccc(Cn2nnnc2CN2CCC(c3nc4ccccc4s3)CC2)cc1	0	4
COc1ccc(C2C(C#N)=C(N)OC(C(C)(C)C)=C2C#N)cc1OC (centres undefined)	-7	-9
COC(=O)c1nn(-c2ccc(OC)cc2)c(=O)cc1Oc1cccc(Cl)c1	0	9
CCn1ncc(Br)c1C(=O)Nc1sc2c(c1C(N)=O)CCC2	9	-9
COc1ccc(/C=C/C(=O)Oc2cccc(/C=N/NC(=O)COc3c(C)cccc3C)c2)cc1	45*	-6
CCOc1ccc(N=Cc2ccc(N(C)C)cc2)c(O)c1	u	-11
O=C(COC(=O)c1cccnc1SCC(=O)NCc1ccccc1)NCc1ccccc1	12	-6
CC(=O)NCC(=O)OCN1C(=O)c2ccccc2C1=O	-8	2
Cc1cccc(NC(=O)Cn2c(=O)n(Cc3ccco3)c(=N)c3c4c(sc32)COC(C)(C)C4)c1	-3	-7
COC(=O)C1=C(N)Oc2cc(C)n(Cc3cccnc3)c(=O)c2C1c1cc(OC)ccc1OC (centres undefined)	-9	-5
Cc1nn(CC(=O)Nc2ccc3c(c2)nc(CN2CCCCC2)n3C)c(=O)c2ccccc12	-7	-15
CC(=O)c1cccc(OCCN2C(=O)NC(C)(C)C2=O)c1	4	2
COc1ccc(N2CCN(S(C)(=O)=O)CC2)cc1	-8	-15
C=C(C)CSc1nc2nc(C)cc(C)n2n1	-5	0
O=C(CCNc1ccc(F)cc1)c1ccco1	11	0
O=C(Nc1nc2c(s1)CCCC2)c1cccs1	-12	-11
O=C(c1cc(-c2ccccn2)nc2c(Cl)cccc12)N1CCN(C(=O)C2CCCO2)CC1 (centres undefined)	-6	-4
CCc1nc(SCC(=O)Nc2c(C)n(C)n(-c3ccccc3)c2=O)n[nH]1	-4	-4
O=C(COc1ccc(S(=O)(=O)N2CCOCC2)cc1)Nc1ccccc1C(F)(F)F	-2	-4
CC(=O)c1nnn(-c2nc(N)nc(N(c3ccccc3)c3ccccc3)n2)c1C	0	-5
Cc1ccc(C(c2sc3nc(C)nn3c2O)N2CC(C)OC(C)C2)cc1 (centres undefined)	-2	-11
O=C(NCC1CCCO1)c1ccc2c(=O)n(CCc3ccccc3)c(=O)[nH]c2c1 (centres undefined)	3	2
O=S1(=O)CCC(NS(=O)(=O)c2cccc3cccnc23)C1 (centres undefined)	3	4
O=C(NCc1ccco1)c1ccc(C(=O)NCc2ccco2)s1	-4	-8
Cc1ccc(/C(N)=N/OC(=O)c2ccco2)cc1	-25	-12
Nc1nnc(Cc2ccc(Cl)cc2)s1	-1	-6
COc1cc(NC(=O)Cc2ccccc2)ccc1NC(=O)c1ccco1	39	-8
Cc1snc(S(=O)(=O)/C(C#N)=N/Nc2cccc(C(F)(F)F)c2)c1C#N	2	-1
CC1C(=O)Nc2ccccc2N1C(=O)C1CC1 (centres undefined)	-8	0
CC(C)(C)c1ccc(/C=C(\c2nc3ccccc3[nH]2)S(=O)(=O)c2ccccc2)cc1	-66	-17
Cc1cccc(-c2noc(CCCC(=O)Nc3ccc(C(N)=O)cc3)n2)c1	-42	2
COc1cccc(-n2c(C)c(C(C)=O)c(C(C)=O)c2C)c1	-9	-2
CCOC(=O)CNc1nc(-c2ccncc2)nc2ccccc12	-7	8
c1cncc(Oc2cccc(Oc3cccnc3)c2)c1	10	-8
CCOC(=O)c1c(C)[nH]c(C(=O)OCc2c(C)noc2C)c1C	-6	2
CCc1c(C)nc(SCC(=O)CC(=O)OC(C)C)c(C#N)c1C	6	-9
CCOC(=O)C(C)Sc1nc2ccccc2c(=O)n1CC (centres undefined)	-2	-22
Cc1ccc(S(=O)(=O)N2CCC(C(=O)O)CC2)cc1C(=O)O	-1	-7
CS(=O)(=O)N(CC(=O)N1CCN(c2ccccc2)CC1)c1ccc(Cl)c(C(F)(F)F)c1	-25	3
COC(=O)c1ccccc1NC(=O)c1cc2n(n1)C(C(F)F)CC(C(F)F)N2 (centres undefined)	-5	-2
Going on with the list:
SMILES	esBAF inh	RAD54 branch
CCOC(=O)CSc1nc(C2CC2)nc2ccccc12	-2	-7
CC(C)NC(=O)c1cc2ccccc2o1	1	3
O=C(Nc1ccc(N2CCOCC2)c(Cl)c1)c1cccnc1	27	-1
CCc1ccc(-c2nnn(Cc3nn[nH]n3)n2)cc1	11	-4
Cc1ccc(C)c(C(=O)O/N=C(\N)c2ccc(Br)cc2)c1	43*	10
N#Cc1c(N)c(C(=O)c2ccc(Cl)cc2)n2c1CCC2	-8	1
O=C(CCCOc1ccc(Cl)cc1Cl)N1CCCc2ccccc21	6	3
COc1ccc(NC(=O)CNS(=O)(=O)c2ccc(Cl)cc2)cc1	8	0
Cc1cc2nc3c(c(=O)n2[nH]1)CCCC3	8	-9
CCn1c(=N)n(CC(O)COc2cccc(C)c2)c2ccccc21 (centres undefined)	-2	11
COc1ccc(OC)c(CNC(=O)Cc2c(C(=O)O)[nH]c3ccccc23)c1	-2	-13
CCOc1cccc2c1OC1(C)CC2NC(=O)N1c1cccc(Cl)c1 (centres undefined)	-4	-4
O=C(N1CCOCC1)C12CC3CC(C1)CC(C(=O)N1CCOCC1)(C3)C2	4	-6
Cn1c(=O)c2c(nc(SCC(=O)NCc3ccc4c(c3)OCO4)n2Cc2ccc(F)cc2)n(C)c1=O	-5	2
O=C(Nc1cccnc1)c1cc(-c2ccccc2)on1	-1	7
COc1ccc(CNC(=O)C2CCCN(c3nccc(C)n3)C2)cc1 (centres undefined)	6	-2
Cc1cc(C)n(-c2ccc(Cl)c(C(=O)O)n2)n1	-1	-1
Cc1ccc(S(=O)(=O)Nc2ccc(C(=O)Nc3cc(C)on3)cc2)cc1	-6	-3
Cn1nc(OCCOc2ccccc2)ccc1=O	-1	4
CC(C)N(C(=O)N1CCC(c2nc(-c3ccncc3)no2)CC1)C(C)C	-22	1

Among those listed so far, nine have an aryl thioether with sulfur outside any ring:
SMILES	esBAF inh	RAD54 branch
CCn1c(CCNC(=O)c2ccc(Cl)cc2)nnc1SCC(=O)NC1CCCC1	-1	-10
CCCn1c(SCC(=O)Nc2nnc(CC)s2)nnc1-c1ccco1	-7	-8
O=C(COC(=O)c1cccnc1SCC(=O)NCc1ccccc1)NCc1ccccc1	12	-6
C=C(C)CSc1nc2nc(C)cc(C)n2n1	-5	0
CCc1nc(SCC(=O)Nc2c(C)n(C)n(-c3ccccc3)c2=O)n[nH]1	-4	-4
CCc1c(C)nc(SCC(=O)CC(=O)OC(C)C)c(C#N)c1C	6	-9
CCOC(=O)C(C)Sc1nc2ccccc2c(=O)n1CC (centres undefined)	-2	-22
CCOC(=O)CSc1nc(C2CC2)nc2ccccc12	-2	-7
Cn1c(=O)c2c(nc(SCC(=O)NCc3ccc4c(c3)OCO4)n2Cc2ccc(F)cc2)n(C)c1=O	-5	2

(list continues)
SMILES	esBAF inh	RAD54 branch
O=c1c2ccccc2nnn1CSc1nnc(-c2cccc(S(=O)(=O)N3CCCCC3)c2)o1	16	5
O=C(CSc1ncnc2c1oc1ccccc12)Nc1cccc(Cl)c1	12	7
CCCCNC(=O)C(C#N)c1nc2ccccc2nc1N1CCN(c2ccccc2F)CC1 (centres undefined)	12	-7
N#Cc1ccc(CSc2nnc(-c3cccc(S(=O)(=O)N4CCCCC4)c3)o2)cc1	-6	-1
O=C(Nc1ccc2c(c1)CCC2)c1cnn2c1NC(c1ccco1)CC2C(F)(F)F (centres undefined)	9	-8
CN(C)S(=O)(=O)c1ccc(N2CCCC2)c(C(=O)NCc2cccc(C(F)(F)F)c2)c1	6	3
Cc1cc(C)nc(Sc2ccc3nnc(C(F)(F)C(F)(F)C(F)(F)F)n3n2)n1	-3	-3
CC1Cc2ccccc2N1C(=O)CSc1nnc2c(n1)[nH]c1ccc(F)cc12 (centres undefined)	2	-4
COc1cc(-c2c(C#N)c(N)nc3c2c(C)nn3-c2ccc(C)c(C)c2)cc(OC)c1OC	-1	-4
NCCCC[C@@H]1NC(=O)c2cc([N+](=O)[O-])cc(I)c2SC[C@@H](C(=O)NCC(N)=O)NC(=O)CNC1=O	-4	-5
Nc1ccc2nc(CN3CCOCC3)[nH]c2c1	1	-7
CCSc1nc2c(c(=O)n(C)c(=O)n2C)n1Cc1ccc(Cl)cc1	8	-2
CCNC(=O)N(C(=O)NCC)n1c(C)nnc1C	-1	-8
COC(=O)Cn1nc(-c2ccc(C)c(S(=O)(=O)N(C)C)c2)c2ccccc2c1=O	-7	-2
COC(=O)CCC(=O)N1CCOCCOCCN(C(=O)CCC(=O)OC)CCOCCOCC1	-6	-20
CC(C)C(NC(=O)COc1ccccc1)C(=O)O (centres undefined)	-5	4
N#Cc1cc2cc3c(cc2nc1N1CCCCC1)OCCO3	70*	-2
c1ccc(N2CCN(c3ccccc3)C2c2cccnc2)cc1	12	10
O=C(CSc1ccc2c(c1)OCCO2)Nc1ncc(Cl)cc1Cl	1	-9
Cc1ccc(C(=O)Nc2ccc3c(c2)nc2n3CCSC2)cc1	5	3
c1ccc(-c2nc(NCc3cccnc3)c3oc4ccccc4c3n2)cc1	5	28
CC(C)C(NC(=O)OCc1ccccc1)C(=O)OCC(=O)NCc1ccco1 (centres undefined)	-5	5
Clc1ccc2c(NCc3ccccn3)ncnc2c1	3	2
CC(=O)c1c(NCc2ccccc2)nc(=O)n(-c2ccccc2)c1C	18	8
CCOC(=O)c1cnn(-c2cccc(Cl)c2)c1N	21	2
CCCc1c(O)nc(SCCN(CCC)CCC)[nH]c1=O	6	3
CCCCOCCCNC(=O)c1ccc2c(c1)OCO2	-3	-7
CCn1c(-c2ccco2)nc2ccccc21	30	-1
O=C1CCNc2cc3ccccc3cc21	-1	0
COc1cccc(C(=O)Cn2c(N3CCOCC3)nc3c2c(=O)n(C)c(=O)n3C)c1	-5	2
O=C1CSC(c2cn(-c3ccccc3)nc2-c2ccc3c(c2)OCCO3)N1CCN1CCOCC1 (centres undefined)	2	2
CC(=O)Nc1ccc(NS(=O)(=O)c2cccc3ccccc23)cc1	-8	-5
Cc1nnc(OCc2nc3ccccc3n2C)c2ccccc12	14	0
Cc1ccccc1-c1nc(-c2ccc(NC(=O)c3ccc(Br)o3)cc2)no1	49*	1
CCNS(=O)(=O)c1ccc(OC)c(C(=O)NC2CCCCC2)c1	-6	3
N#CCCSc1ncnc2c1oc1ccccc12	-5	-7
COc1ccc(C(c2nnnn2CS(=O)(=O)c2ccc(C)cc2)N2CCN(c3ncccn3)CC2)cc1 (centres undefined)	-7	9
N=C1C(c2nc3ccccc3[nH]2)=C(O)CN1c1ccc(CC(=O)O)cc1	-10	4
COc1cc(-c2nnc(SCC3(c4ccccc4)OCCO3)o2)cc(OC)c1OC	-1	1
CC[n+]1c(/C=C/Nc2ccccc2)sc2ccccc21	-21	4
O=C(CCC(=O)OCC(=O)c1ccc(Br)cc1)Nc1ccc(Br)c2cccnc12	0	-8
CN(C)/C=C1\N=C(c2ccc(Cl)cc2Cl)OC1=O	u	8
CC(C)C[C@H](NC(=O)Nc1ccc(S(N)(=O)=O)cc1)C(=O)O	-6	2
CCOC(=O)CC(=O)CSc1nc2c(C)c(C)ccc2cc1C	6	4
Cc1ccc(CNC(=O)CCCn2c(=O)c3ccccc3n(CC(=O)NC3CCCC3)c2=O)cc1	-10	-4
O=C(Nc1ccccc1SCC1CSc2nc3ccccc3c(=O)n21)c1ccccc1 (centres undefined)	11	-3

Single records (already shown). Screens in order: esBAF inh	RAD54 branch
CC(C)C[C@H](NC(=O)Nc1ccc(S(N)(=O)=O)cc1)C(=O)O is listed as -6	2
O=C(CCC(=O)OCC(=O)c1ccc(Br)cc1)Nc1ccc(Br)c2cccnc12 is listed as 0	-8
Cc1ccc(CNC(=O)CCCn2c(=O)c3ccccc3n(CC(=O)NC3CCCC3)c2=O)cc1 is listed as -10	-4
O=C(Nc1ccccc1SCC1CSc2nc3ccccc3c(=O)n21)c1ccccc1 (centres undefined) is listed as 11	-3

Assay outcomes deposited in PubChem by Broad Institute.
